DNMT1 block – blocks human DNA methyltransferase DNMT1; P26358; DNMT1 molecular beacon, Hinp1I cleavage, fluorescence; inhibition (reported as % activation of signal), % at 10 µM; 360,000 compounds, 0.83% hits; in the data active = inhibition above about 50%
Target sequence (P26358 504-1616 limits assumed): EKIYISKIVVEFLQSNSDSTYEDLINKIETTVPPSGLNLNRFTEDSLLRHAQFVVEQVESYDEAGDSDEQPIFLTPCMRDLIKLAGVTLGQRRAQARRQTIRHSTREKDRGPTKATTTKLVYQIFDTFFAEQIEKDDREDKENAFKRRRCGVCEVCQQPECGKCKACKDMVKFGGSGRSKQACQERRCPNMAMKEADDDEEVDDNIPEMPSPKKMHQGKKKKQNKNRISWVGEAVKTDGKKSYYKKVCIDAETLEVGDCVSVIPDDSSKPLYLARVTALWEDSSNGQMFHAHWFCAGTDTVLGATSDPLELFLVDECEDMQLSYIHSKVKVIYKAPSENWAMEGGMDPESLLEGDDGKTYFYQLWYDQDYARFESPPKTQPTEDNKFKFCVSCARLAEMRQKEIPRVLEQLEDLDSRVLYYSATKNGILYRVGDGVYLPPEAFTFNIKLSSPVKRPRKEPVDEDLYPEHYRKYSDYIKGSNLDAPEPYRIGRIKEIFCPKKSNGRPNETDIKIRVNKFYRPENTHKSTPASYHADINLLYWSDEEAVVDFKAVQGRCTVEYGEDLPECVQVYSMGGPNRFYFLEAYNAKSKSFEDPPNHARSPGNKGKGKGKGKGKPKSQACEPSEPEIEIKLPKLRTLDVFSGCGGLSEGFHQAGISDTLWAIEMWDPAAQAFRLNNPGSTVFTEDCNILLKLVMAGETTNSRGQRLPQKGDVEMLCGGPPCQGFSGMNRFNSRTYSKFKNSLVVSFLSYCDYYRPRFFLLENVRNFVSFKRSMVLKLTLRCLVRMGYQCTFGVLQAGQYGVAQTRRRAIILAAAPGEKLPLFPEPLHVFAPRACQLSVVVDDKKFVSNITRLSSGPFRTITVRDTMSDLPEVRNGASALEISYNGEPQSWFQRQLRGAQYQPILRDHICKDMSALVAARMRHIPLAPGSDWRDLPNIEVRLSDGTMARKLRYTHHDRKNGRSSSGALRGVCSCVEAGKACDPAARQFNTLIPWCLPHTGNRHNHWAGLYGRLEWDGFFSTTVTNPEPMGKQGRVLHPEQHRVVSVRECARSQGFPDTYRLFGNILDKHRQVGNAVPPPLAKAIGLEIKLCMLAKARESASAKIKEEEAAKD
STEP block – blocks human striatal-enriched tyrosine phosphatase | 360,000 compounds, 0.25% hits | recombinant STEP, OMFP fluorogenic substrate, fluorescence | inhibition, % at 20 µM | P54829;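 active = inhibition at 20 µM, scaled per plate between control wells, above about 37%, limit read from the data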;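 also: 0% = DMSO with enzyme and substrate and 100% = substrate only without enzyme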
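Material: STEP (striatal-enriched tyrosine phosphatase) enzyme, cell-free | Medium: 50 mM Bis-Tris pH 6.0 with 2.5 mM DTT and 0.005% Tween 20 | Read-out: Percent inhibition scaled to no-enzyme and uninhibited-enzyme controls, plate-pattern corrected | Signal: Fluorescence read at 480 nm ex / 540 nm em | Times: 20 min reaction, room temperature, in the dark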
Neddylation inh – blocks human cullin neddylation | calls only at 25 µM | 360,000 compounds, 0.58% hits | TR-FRET cullin neddylation, biochemical | AID 651699 | P61081+Q13564; in the data active = inhibition above about 36%
Scp-1 inhibitor – inhibitors of human Scp-1 phosphatase | Q9GZU7 | Recombinant Scp1, phosphopeptide, malachite green phosphate absorbance | inhibition, % at 20 µM | 340,000 compounds, 0.88% hits | AID 493091;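 active = inhibition above about 50% at 20 µM, limit read from the data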;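 also: plate controls were DMSO wells with enzyme for no effect and wells lacking enzyme for full effect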
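Test system: SCP-1 catalytic domain; Buffer or medium: Acidic Tris acetate buffer with magnesium and detergent; Also added: Phosphorylated 17-residue peptide substrate; Compound: single 20 µM dose, 1% DMSO; Schedule: enzyme reaction 45 min at room temperature, colour 5 min, stabilisation 30 min; Signal: Phosphate-binding colour reagent, absorbance read at 630 nm.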
NadD inh – inhibitors of Staphylococcus aureus NadD; purified NadD enzyme, colorimetric absorbance read-out; inhibition, % at 20 µM; 360,000 compounds, 0.78% hits; in the data active = inhibition above about 26%; also: some compounds past the cut are filed as inactive
Rin1-Abl PPI inh – human Rin1-Abl interaction inhibition. P00519+Q13671. TR-FRET Rin1/Abl binding, biochemical. inhibition, % at 7.35 µM. 360,000 compounds, 0.4% hits. AID 588664; in the data active = inhibition above about 5%, passing the limit was not always enough
LMPTP block – blocks human LMPTP phosphatase | P24666 | recombinant LMPTP-A, OMFP fluorogenic substrate, fluorescence intensity | inhibition, % at 20 µM | 360,000 compounds, 0.22% hits;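 active = compounds that cut the enzyme signal by at least half of the control window in the single-dose screen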;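 also: plate controls were DMSO wells with enzyme plus substrate for no effect and substrate without enzyme for full effect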
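Test system: LMPTP-A phosphatase enzyme; input: 0.625 nM LMPTP-A final; reagent: OMFP substrate, 400 µM final; compound dosing: 20 µM single dose, 3% DMSO; incubation: 50 min dark incubation at room temperature; measured by: endpoint fluorescence intensity from OMFP dephosphorylation; measure: % inhibition relative to no-enzyme and uninhibited control wells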
SUMO1 PPI mod – SUMO1-SIM interaction modulation; 360,000 compounds, 0.33% hits; inhibition, % at 20 µM; SUMO1 binding to a labelled peptide, TR-FRET, 1 h; AID 602429; in the data active = inhibition above about 37%
Rpn11 block – blocks the human proteasome subunit Rpn11; O00487; human 26S proteasome, Ub4-pepOG fluorescence polarization; 20S core pre-blocked with epoxomicin; calls only at 20 µM; 360,000 compounds, 0.59% hits; AID 588493;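 active = inhibition at 20 µM, scaled to each plate's controls, above about 33%, limit read from the data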
CSN deneddyl inh – CSN deneddylation inhibition; Q92905; inhibition, % at 12.5 µM; Purified CSN, SCF-Nedd8-OG deneddylation, fluorescence polarization; AID 651999; 360,000 compounds, 0.38% hits;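 active = pattern-corrected inhibition above about 35%, with an unprinted fluorescence ratio check between 0.5 and 1.5, limit read from the data, passing the limit was not always enough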;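 also: 0% = enzyme with substrate and 100% = substrate without enzyme; some results filed as inactive read as strong as hits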
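Detection – fluorescence polarization · System – HEK293T-derived human Csn5 enzyme · Controls – substrate-only high control, full reaction low control · Timing – 90 min, room temperature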
Starred values were filed as active, the others as inactive; i = inactive; nt = not tested or not shown; + = active, no number.

mol | DNMT1 block | STEP block | Neddylation inh | Scp-1 inhibitor | NadD inh | Rin1-Abl PPI inh | LMPTP block | SUMO1 PPI mod | Rpn11 block | CSN deneddyl inh
CCC(C)[C@H](NC(=O)N1CCn2c1nc1ccccc12)C(=O)NCc1ccccc1 (some centres undefined) | -1 | 1 | i | -5 | 0 | -1 | 0.7 | -2 | i | 6
COc1ccc(C)cc1NC(=O)CO/N=C(\N)CC(=O)Nc1ccccc1OC | -3 | 2 | i | -8 | 7 | -2 | 1.3 | 7 | i | 6
CCCCNC(=O)C1(C)CCN1Cc1ccc(C(=O)OCC)cc1 (centres undefined) | 2 | 1 | i | nt | -1 | 2 | -2.8 | -1 | i | -1
Cc1ccc([C@H]2N[C@]3(CCCN(Cc4ccccc4)C3=O)[C@H]3C(=O)N(Cc4ccccc4)C(=O)[C@@H]23)cc1 | 2 | -2 | i | nt | 6 | -2 | -1.4 | 9 | i | 5
COc1cc2c(cc1OC)C1(Nc3c-2c(Cc2ccccc2)nn3-c2ccccc2)C(=O)Nc2ccccc21 (centres undefined) | -20 | 3 | i | 6 | 45* | 4 | 4.0 | 3 | i | -1
Cc1onc(-c2ccccc2Cl)c1C(=O)NCc1ccc(F)cc1 | -5 | 0 | i | -3 | -6 | 2 | -1.5 | 1 | i | -2
CC(C)C(c1nnnn1Cc1ccco1)N1CCC(C(N)=O)CC1 (centres undefined) | 5 | 23 | i | 15 | -4 | 0 | -1.2 | 0 | + | 8
Cc1c(NC(=O)Oc2ccccc2)sc(=S)n1C | -5 | 2 | i | -5 | 8 | -1 | -1.2 | -5 | i | 1
CN(C)CCNC(=O)Cn1ccc2cc(S(=O)(=O)N3CCCCC3)ccc21 | 1 | -1 | i | -1 | 0 | 0 | -7.2 | -5 | i | -4
CC(Oc1ccc(C(C)(C)C)cc1)c1ccnc2nc(/N=C/N(C)C)nn12 (centres undefined) | 0 | -3 | nt | -2 | 1 | -1 | 0.5 | -3 | i | 3
OCCC1CN(Cc2cccn2-c2cccnc2)CCN1Cc1ccc(F)cc1 (centres undefined) | 7 | 5 | i | -6 | -1 | 2 | -0.7 | -2 | i | 4
CN(C)CCCC1(O)c2ccccc2CCc2ccccc21 | 0 | 2 | i | -4 | -5 | 0 | 0.1 | -2 | i | 0
COc1ccc(-c2csc(N(CCc3ccc(OC)c(OC)c3)C(=O)COc3ccccc3)n2)cc1 | -9 | -2 | i | -18 | 12 | -4 | 3.0 | 1 | i | 0
CCc1c(C)nc(SCC(=O)NNC(=O)Cc2ccc(OC)cc2)[nH]c1=O | 0 | -2 | i | -1 | -7 | -1 | 0.2 | 4 | i | 1
O=C(c1cc2c(ccc3ccccc32)oc1=O)N1CCCC1 | 4 | -4 | nt | -7 | 0 | -4 | 0.7 | -13 | i | 1

Additional structures:
mol | DNMT1 block | STEP block | Neddylation inh | Scp-1 inhibitor | NadD inh | Rin1-Abl PPI inh | LMPTP block | SUMO1 PPI mod | Rpn11 block | CSN deneddyl inh
CC(CN1CCOCC1)OC(=O)CCc1ccccc1 (centres undefined) | -2 | 4 | i | -7 | -2 | 0 | -0.2 | -3 | i | -2
O=C(Cn1c(SCC(=O)N2CCCc3ccccc32)nc2ccccc21)N1CCCC1 | -1 | -4 | i | 3 | 6 | 2 | -1.8 | 0 | i | -1
O=C(NCc1ccc2c(c1)OCO2)c1cccc(F)c1 | -1 | -4 | i | -15 | 2 | 0 | -3.6 | -2 | i | -3
Cc1c(C)c2ccc(OC(C)C(=O)NCCc3c[nH]c4ccccc34)cc2oc1=O (centres undefined) | -5 | -1 | i | 1 | 1 | -1 | -0.9 | 33 | i | 2
COCC1CCCCN1C(=O)c1cccc(OC2CCN(C(=O)C3CC3)CC2)c1 (centres undefined) | 1 | 0 | i | -1 | 1 | 2 | 0.6 | -2 | i | -1
COCCN1C(=O)CCC1(C)C(=O)NC1CCCC1 (centres undefined) | -5 | 0 | i | nt | -6 | 3 | -1.3 | 2 | i | -1
CCCCN(CCO)c1ncnc2sc(-c3ccccc3)cc12 | 3 | -4 | i | 3 | -8 | 0 | -1.1 | -8 | i | 4
CCOC(=O)c1cc(-c2ccc(F)cc2)n(CCC(=O)NC2CCN(Cc3ccccc3)CC2)c1C | 0 | -2 | i | -4 | -8 | 0 | -0.9 | 2 | i | 0
CCOc1ccc(C2c3[nH]c4ccccc4c3C[C@H]3C(=O)N(C4CCN(Cc5ccccc5)CC4)CC(=O)N23)cc1OC (some centres undefined) | -16 | 2 | i | -4 | 14 | 3 | 0.2 | 0 | i | 3
CN(C)CCN(C(=O)c1ccc2c(c1)OCCO2)c1nc2c(Cl)cccc2s1 | 3 | -3 | i | 0 | 7 | 2 | 0.9 | -3 | i | -4
Cc1cc(C)n2nc(S(=O)(=O)NC3CCCCC3)nc2n1 | 0 | 3 | i | -10 | 0 | 0 | -1.4 | 2 | i | -1
Cc1ccc(N(Cc2ccccc2F)S(C)(=O)=O)c(C)c1 | -1 | 0 | i | -13 | -6 | 1 | 0.0 | -2 | i | -5
O=C1CSC(c2cn(-c3ccccc3)nc2-c2cc3ccccc3oc2=O)N1Cc1ccco1 (centres undefined) | -7 | 2 | i | -16 | 22 | 0 | 2.7 | 18 | i | 5
COc1ccc(CN(C(=O)c2oc3ccccc3c2C)C2CCS(=O)(=O)C2)cc1OC (centres undefined) | -2 | 0 | i | -8 | 0 | 0 | 0.4 | -3 | i | -4
Cc1nc2ccccc2n1Cc1ccccc1 | -1 | 2 | i | -1 | 5 | 1 | 0.7 | 2 | i | -3

(next part)
mol | DNMT1 block | STEP block | Neddylation inh | Scp-1 inhibitor | NadD inh | Rin1-Abl PPI inh | LMPTP block | SUMO1 PPI mod | Rpn11 block | CSN deneddyl inh
CNC(=O)c1cc(NC(=O)CCn2nc(-c3ccc(C)cc3)c3ccccc3c2=O)ccc1OC | -1 | 0 | i | -8 | 2 | -1 | 1.0 | 0 | i | 5
O=C(c1cc(S(=O)(=O)N2CCCCC2)ccc1F)N1CCCCC1 | 1 | -17 | i | 0 | -3 | -3 | -1.7 | 0 | i | 0
O=C(O)CCc1nc(-c2ccccc2)no1 | 0 | 3 | i | -11 | 5 | 4 | -2.4 | -3 | i | 0
NC1=NC(=O)/C(=C/c2ccc(Br)cc2)S1 | 3 | 1 | i | 1 | 5 | 0 | 0.9 | -18 | i | -1
CC(C)CC(=O)Nc1nnc(S(=O)(=O)N(C)c2ccc(Cl)cc2)s1 | 1 | 1 | i | -11 | 1 | 0 | -1.8 | 0 | i | 2
Clc1ccccc1Sc1ccc(-c2ccccn2)s1 | -5 | 1 | i | 4 | 2 | -2 | 5.7 | -2 | i | -6
O=C(N/C(=C/c1ccccc1)C(=O)N1CCOCC1)c1ccc([N+](=O)[O-])cc1 | 1 | 3 | i | -7 | 3 | 2 | -3.4 | -19 | i | -4
COc1ccccc1NC(=O)C1CCCN(c2ncnc3c2nc2n3CCCCC2)C1 (centres undefined) | -2 | 0 | i | -3 | 4 | 5 | 0.7 | 8 | i | -1
CCN1C(=O)CC(NCc2ccc(S(N)(=O)=O)cc2)C1=O (centres undefined) | -1 | 2 | i | -4 | -3 | -2 | 0.0 | -2 | i | 5
COC(=O)c1c(-c2ccccc2)[nH]c(-c2nccc3ccccc23)c1C(=O)OC | -5 | 2 | i | nt | -2 | 4 | -1.4 | -9 | i | -1
COC(=O)C(C(=O)OC)=C(/C=C/N(C)C)N(C)C | 4 | 1 | i | -4 | -3 | -1 | 0.4 | 1 | i | -1
Cc1ccc(C(=O)/C=C2\NCCNC2=O)cc1 | 0 | -2 | i | -13 | -4 | -3 | -1.8 | -24 | i | 3
COc1ccc(NC(=O)c2nnn(Cc3ccc(SC)cc3)c2N)c(OC)c1 | 6 | -2 | nt | -8 | -5 | -1 | -1.1 | 5 | i | 2
COc1ccccc1N1CCN(C2CCC(C)CC2)CC1 (centres undefined) | 1 | -4 | i | -6 | -5 | 1 | -2.2 | 4 | i | -5

Single entries from the results shown.
COC(=O)c1c(-c2ccccc2)[nH]c(-c2nccc3ccccc23)c1C(=O)OC – SUMO1 PPI mod: -9
O=C(c1cc(S(=O)(=O)N2CCCCC2)ccc1F)N1CCCCC1 – Rin1-Abl PPI inh: -3

By substructure, those above containing an aryl methoxy group
mol | DNMT1 block | STEP block | Neddylation inh | Scp-1 inhibitor | NadD inh | Rin1-Abl PPI inh | LMPTP block | SUMO1 PPI mod | Rpn11 block | CSN deneddyl inh
COc1ccc(C)cc1NC(=O)CO/N=C(\N)CC(=O)Nc1ccccc1OC | -3 | 2 | i | -8 | 7 | -2 | 1.3 | 7 | i | 6
COc1cc2c(cc1OC)C1(Nc3c-2c(Cc2ccccc2)nn3-c2ccccc2)C(=O)Nc2ccccc21 (centres undefined) | -20 | 3 | i | 6 | 45* | 4 | 4.0 | 3 | i | -1
COc1ccc(-c2csc(N(CCc3ccc(OC)c(OC)c3)C(=O)COc3ccccc3)n2)cc1 | -9 | -2 | i | -18 | 12 | -4 | 3.0 | 1 | i | 0
CCc1c(C)nc(SCC(=O)NNC(=O)Cc2ccc(OC)cc2)[nH]c1=O | 0 | -2 | i | -1 | -7 | -1 | 0.2 | 4 | i | 1
CCOc1ccc(C2c3[nH]c4ccccc4c3C[C@H]3C(=O)N(C4CCN(Cc5ccccc5)CC4)CC(=O)N23)cc1OC (some centres undefined) | -16 | 2 | i | -4 | 14 | 3 | 0.2 | 0 | i | 3
COc1ccc(CN(C(=O)c2oc3ccccc3c2C)C2CCS(=O)(=O)C2)cc1OC (centres undefined) | -2 | 0 | i | -8 | 0 | 0 | 0.4 | -3 | i | -4
CNC(=O)c1cc(NC(=O)CCn2nc(-c3ccc(C)cc3)c3ccccc3c2=O)ccc1OC | -1 | 0 | i | -8 | 2 | -1 | 1.0 | 0 | i | 5
COc1ccccc1NC(=O)C1CCCN(c2ncnc3c2nc2n3CCCCC2)C1 (centres undefined) | -2 | 0 | i | -3 | 4 | 5 | 0.7 | 8 | i | -1
COc1ccc(NC(=O)c2nnn(Cc3ccc(SC)cc3)c2N)c(OC)c1 | 6 | -2 | nt | -8 | -5 | -1 | -1.1 | 5 | i | 2
COc1ccccc1N1CCN(C2CCC(C)CC2)CC1 (centres undefined) | 1 | -4 | i | -6 | -5 | 1 | -2.2 | 4 | i | -5

Compound activity as filed in PubChem.
